PTAP TSG101 blk = qHTS Assay for Iinhibitors of HIV-1 Budding by Blocking the Interaction of PTAP/TSG101; Tumor susceptibility gene 101 protein (Homo sapiens), Q99816; Fluorescence polarization, FITC-PTAP peptide / Tsg101 binding; Potency, µM (series often up to 115 µM), for inactives: at the highest dose activity change, negative = inhibition, hits mostly inhibitors; 340,000 tested, under 10 active; AID 493005, 2010; active = well fitted inhibition curve with a large enough effect in the main read-out, with a control signal flat, not every such curve was filed as active; inconclusive = small, poorly fitted or top-dose-only effect, or effect the other way, or a change in a side signal; inactive = no such curve, though single readings can be large or run the other way; also: potency is read from the fitted curve at half-maximal effect; % of control where 0% means no effect
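Fluorescence anisotropy tracks displacement of a FITC-tagged PTAP peptide (50 nM) from the Tsg101 binding domain (10 uM), following a 20 min room-temperature incubation at pH 7.5.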
TCR activator = Activators of T cell receptors: qHTS campaign. Potency, µM (top dose mostly 9.22 µM), without a hit: top-dose activation of IL-2 secretion, usual class: activators. primary human leukocytes, anti-CD3, IL-2 HTRF, 48 h. 330,000 tested, under 10 active; also: % of control where 0% means no effect
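Compounds are tested in HTS on primary human leukocytes co-incubated with a-CD3 beads for 48 hr. IL-2 output is measured by time-resolved FRET.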
TRPV1 ag = HTS Assay for Compounds that Act as Agonists of the Vanilloid Receptor 1. Transient receptor potential cation channel subfamily V member 1 (Homo sapiens), Q8NER1. TRPV1-expressing cells, Fluo-8 calcium influx, agonist mode. activation, % at 8.33 µM. 320,000 tested, 0.19% active. AID 540275, 2011; in the data active = activation above about 80%; inconclusive = between about 30% and that limit; also: 0% is about no effect
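Fluo-8 calcium influx in TRPV1-expressing cells, kinetic read (ex 480/em 520 nm). Compound added and read 3 min for agonist activity, followed by capsaicin at EC20 final and 2 min further read for enhancement.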
p53 reactivation = qHTS assay for re-activators of p53 using a Luc reporter. H1299 p53-A138V BP100-luciferase reporter, luminescence, 24 h. Potency, µM (top dose mostly 92.2 µM), for the others: at the highest dose activity change, positive = activation, usual class: activators. 320,000 tested, 0.063% active; also: potency is read from the fitted curve at half-maximal effect; % of control where 0% means no effect; nearly all actives have a fitted effect of over 45% in size
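p53-null H1299 cells stably carrying temperature-sensitive p53-A138V and a BP100-luciferase reporter were pinned with compounds (4-point, 1:5 series) and held 24 hrs at 37 deg C. Luminescence was read 10 min after detection reagent.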
ELG1 repair inh = qHTS screen for small molecules that inhibit ELG1-dependent DNA repair in human embryonic kidney (HEK293T) cells expressing luciferase-tagged ELG1; AID 504467, 2011; Potency, µM (titrated, usually from 46.1 µM), inactives show top-dose activity change, negative = inhibition, most hits filed as inhibitors; HEK293T ELG1-luciferase reporter, luminescence, 16 h; DNA damage induced by 5-fluorouridine; 330,000 tested, 2.3% active; also: potency is read from the fitted curve at half-maximal effect; % is scaled to controls: 0 for no effect and ±100 for the full control effect; nearly all actives have a fitted effect of over 55% in size
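Quantitative HTS, concentration-response format. 2,000 cells/well co-treated with 5-fluorouridine and compound, 16 hr in 5% CO2 at 37 °C; ONE-Glo luminescence read after 30 min.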
B2AR arrestin = qHTS assay of beta-arrestin-biased ligands of beta2-adrenergic receptor. Potency, µM (series often up to 46.1 µM), for the others: at the highest dose activation, actives largely listed as activators. beta-arrestin recruitment to beta2AR, cell-based reporter. 330,000 tested, 0.02% active;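 also: potency is read from the fitted curve at half-maximal effect; 0% = DMSO controls and full agonism = EC100 isoproterenol or metaproterenol; nearly all actives have a fitted effect of over 65% in size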
MLL CXXC-DNA inh = qHTS Fluorescence Polarization Assay for Inhibitors of MLL CXXC domain - DNA interaction; MLL-CXXC / FITC-HOXA9 DNA fluorescence polarization; Potency, µM (series often up to 115 µM), for inactives: top-dose activity change, negative = inhibition, usual class: inhibitors; AID 2662, 2010; 290,000 tested, 0.037% active; active = well fitted inhibition curve with a large enough effect in the polarisation, with a control signal flat, not every such curve was filed as active; inconclusive = small, poorly fitted or top-dose-only effect, or effect the other way, or a change in a side signal; inactive = no such curve, though single readings can be large or run the other way; the % refers to the polarisation; also: potency is read from the fitted curve at half-maximal effect
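Steps: dispense CXXC domain solution (7 uM) → pin compounds or unlabeled HOX-A9 DNA control → 5 min ambient → add FLSN-HOX-A9 solution (50 nM) → spin → 30 min ambient → fluorescence polarization. Tris pH 7.5/NaCl/DTT/BSA buffer.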
BRCA1 expr act = qHTS Assay to Identify Small Molecule Activators of BRCA1 Expression; MCF7-BRCA1-FFLuc reporter, luminescence, 48 h; response scale: scaled: vehicle 0%, 10 µM genistein 100%; 380,000 tested, 1.1% active; Potency, µM (titrated, usually from 46.1 µM), without a hit: at the top dose activation, usual class: activators; also: potency is read from the fitted curve at half-maximal effect; nearly all actives have a fitted effect of over 80% in size; some results filed as inactive show a strong effect at the top dose
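Compounds are tested at multiple concentrations on MCF7 BRCA1-luciferase reporter cells seeded at 2000 per well; after 48 h, a single luminescence end-point is taken and curves fitted to the normalized data.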
a7 integrin act = qHTS for Activators of Integrin-Mediated Alleviation for Muscular Dystrophy; alpha7betagal myoblasts, beta-gal FDG fluorescence, 48 h; Potency, µM (top dose mostly 38.3 µM), without a hit: at the top dose activation, usual class: activators; 350,000 tested, 0.064% active; AID 624291, 2012;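 also: potency is read from the fitted curve at half-maximal effect; 100% = response of the positive control SU9516; nearly all actives have a fitted effect of over 60% in size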
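Alpha7betagal+/- myoblasts (passage 13) were plated 16-24 hr, then exposed to compounds (1:260 dilution of DMSO stock) for 48 hours at 37C. After MPER lysis, β-galactosidase reporter activity was read as FDG fluorescence (ex 480/em 540) after 30 minutes.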
AT treatment = qHTS Assay for Identifying a Potential Treatment of Ataxia-Telangiectasia; […] A-T fibroblasts, KAP-1 phosphorylation AlphaLISA; neocarzinostatin DNA damage 30 min before lysis; Potency, µM (series often up to 57.5 µM), for the others: at the top dose activation, most hits filed as activators; 320,000 tested, 0.19% active; also: potency is read from the fitted curve at half-maximal effect; % of control where 0% means no effect; nearly all actives have a fitted effect of over 45% in size
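ATM-like activity read as KAP-1 phosphorylation via AlphaLISA donor/acceptor antibody pairs after lysis and 6 hr at 25C. Cells were ATM-null patient fibroblasts ([…], hTERT), dosed 60 min, then exposed to the DSB inducer NCS for 30 min.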
* marks the source's active call; other numbers are inactive results; u = inconclusive; x = not tested or not shown; [ ] = another dose, or the depositor's remark. Unless noted, calls follow the shape of the dose curve; as a rule, active = well fitted curve in the direction sought with a large enough effect; inconclusive = small, poorly fitted or top-dose-only effect, or another doubt; inactive = no such curve, though single readings can be large; an effect the other way counts as inactive or inconclusive.

Structure | PTAP TSG101 blk | TCR activator | TRPV1 ag | p53 reactivation | ELG1 repair inh | B2AR arrestin | MLL CXXC-DNA inh | BRCA1 expr act | a7 integrin act | AT treatment
O=C(N/N=C/c1cc(Br)ccc1O)C(c1ccncc1)N1CCOCC1 (configuration not stated) | 1% | 1%[46.1 µM] | -3 | u | -10% | -0.6% | -4% | -84% | -23% | 0%
COC(=O)c1ccc(COc2nc(C)cc(C)c2C#N)o1 | x | x | 5 | -4% | 7% | 0.0% | -4% | 0% | 0% | 9%
CC1=C(C(=O)OC2CCCCCCC2)C(c2cccc(O)c2)NC(=O)N1 (configuration not stated) | -3% | 6% | 0 | -6% | -3% | -0.3% | 15% | -24% | -1% | 11%
CCC(C)(C)NC(=O)c1ccc2c(c1)S(=O)(=O)c1ccccc1C2=O | -6% | 5% | -2 | x | x | x | -7% | -32% | -14% | x
CCOC(CCn1ccc(O)c(Cc2ccc(Cl)cc2)c1=O)OCC | -4% | 4% | 7 | -7% | u | -0.3% | 5% | 0% | 8% | 7%
O=C(CNC(=O)c1cccc(Cl)c1)N/N=C/C=C/c1ccccc1 | 0% | -7%[46.1 µM] | -7 | 0% | 1% | 0.1% | u | 15% | -23% | -4%
CCS(=O)(=O)N1Cc2ccccc2CC1C(=O)OCC(=O)Nc1ccc(SC(F)F)cc1 (configuration not stated) | -4% | 7% | 0 | 3% | u | -0.2% | -1% | -2% | -3% | 1%
O=C(O)CCCCCCCCc1cn(CC2CCCCC2)nn1 | 1% | -2% | 3 | 4% | -15% | -0.7% | 2% | 0% | 30% | -5%

Next section, overlapping the part above by 2 compounds.
Structure | PTAP TSG101 blk | TCR activator | TRPV1 ag | p53 reactivation | ELG1 repair inh | B2AR arrestin | MLL CXXC-DNA inh | BRCA1 expr act | a7 integrin act | AT treatment
CCS(=O)(=O)N1Cc2ccccc2CC1C(=O)OCC(=O)Nc1ccc(SC(F)F)cc1 (configuration not stated) | -4% | 7% | 0 | 3% | u | -0.2% | -1% | -2% | -3% | 1%
O=C(O)CCCCCCCCc1cn(CC2CCCCC2)nn1 | 1% | -2% | 3 | 4% | -15% | -0.7% | 2% | 0% | 30% | -5%
CCOC(=O)N1CCC(n2c(=S)[nH]c3cc(OC)c(OC)cc3c2=O)CC1 | 0% | 0% | -3 | 18% | -14% | 0.1% | 15% | -29% | -9% | 2%
FC(F)Oc1ccc(NC(=S)N2CCc3ccccc32)cc1 | 3% | -1% | 10 | 22% | -3% | 0.1% | 3% | 36% | 9% | 0%
Nc1nc(N)nc(-c2ccc(Cl)c(Cl)c2)n1 | x | -5% | 4 | 22% | -27% | -0.7% | x | u | 8% | 0%
CCCCn1c(N)c(N(CCOC)C(=O)CSCC(=O)Nc2cccc(C)c2)c(=O)[nH]c1=O | -1% | -2% | -1 | 0% | 11% | -0.2% | x | -3% | 15% | -12%
COc1ccc(-c2cnc(N)nc2-c2ccc(OC)cc2O)cc1 | -1% | -2% | 18 | -12% | 23µM* | 0.1% | 2% | -18% | -8% | 1%
CCOC(=O)c1cn(CC#N)c2cc(F)c(F)cc2c1=O | 0% | 9% | -2 | -4% | 15% | 0.4% | 6% | 2% | 1% | -2%
Cc1ccccc1N1C(=O)C2C3C=CC(CC3)C2C1=O (configuration not stated) | 3% | x | 1 | -5% | -11% | -0.2% | -5% | 3% | 16% | 7%
NC1=NC[C@H](Cc2ccc(O)cc2)N1CCC12CC3CC(CC(C3)C1)C2 | -6% | -1% | 0 | -1% | 2% | -0.4% | 23% | -38% | 26% | 0%
O=C(C[C@@H]1C/C=C/CCCC(=O)O[C@H](c2ccccc2)CNC1=O)N[C@H](CO)Cc1ccccc1 | 0% | -8% | x | 11% | 19% | -1.0% | x | -14% | 6% | 3%
COc1ccc(SC[C@H](C)CN2CC[C@H](NC(=O)OCc3ccccc3)CCC2=O)cc1 | -4% | 7% | x | -1% | u | 2.4% | x | -14% | -12% | -2%
C/C(=C\C(=O)c1ccccc1)NNC(=O)c1ccc(Cl)cc1 | -2% | -4% | 10 | x | 9% | 0.4% | -3% | -36% | 0% | -22%
COc1ccc(Cl)cc1N(CC(=O)N1CCC(C)CC1)S(C)(=O)=O | 0% | -1% | 2 | -28% | -1% | -0.7% | 12% | 0% | 15% | -3%
CC(=O)c1ccc(N2CCN(C(=O)CCCc3nc4ccccc4s3)CC2)cc1 | -3% | -15% | 17 | -1% | u | 0.8% | 4% | -30% | -25% | 5%
CC(=O)N1CCOc2ccc(S(=O)(=O)NC[C@H]3O[C@@H](n4cnc5c(N)ncnc54)[C@H](O)[C@@H]3O)cc21 | -2% | -3%[46.1 µM] | x | 3% | 14% | -0.4% | x | 14% | 7% | 7%
Cc1cc(=O)[nH]c2ccc(Cc3ccccc3)cc12 | -2% | 1% | x | x | x | x | x | -73% | 11% | x
COC(CNC(=O)[C@H](Cc1ccccc1)N1Cc2ccccc2C1=O)OC | 1% | -2% | 1 | -5% | -1% | 0.1% | 6% | -26% | 45% | 20%
Cc1nc2c(nnn2Cc2c(Cl)cccc2Cl)c(=O)[nH]1 | 0% | x | 5 | 7% | -3% | 0.2% | -9% | 0% | -1% | 1%
Cc1cc(C(=O)CN2C(=O)NC3(CCCc4ccccc43)C2=O)c(C)n1Cc1ccccc1 (configuration not stated) | 2% | -3% | -4 | 13% | 12% | -0.4% | -1% | -14% | -10% | x
COCCC(=O)N1CCC(Oc2ccc(C(=O)N(C)C3CCCCC3)cc2)CC1 | -1% | x | -3 | x | 4% | 0.7% | -11% | -7% | -52%[inhibitor] | 3%
CCOc1ccc(CCNC(=O)c2cc3c(C)nccc3[nH]c2=O)cc1OCC | -1% | 0% | -2 | 3% | 21µM* | -0.1% | 13% | -34% | -23% | -2%
COc1ccc(CCn2c(O)c(C=Nc3cccc(F)c3)c(=O)[nH]c2=O)cc1OC | -2% | 1% | 0 | -6% | 1% | -1.0% | 0% | -2% | 25% | 8%
CCOC(=O)c1nnn(-c2nonc2N)c1COc1ccccc1 | -2% | -5% | u | 4% | -3% | -0.1% | -9% | -27% | 7% | 2%
O=C(Nc1nnc(-c2ccccc2F)s1)c1ccccc1F | -3% | 12% | 2 | 33% | u | -0.6% | -9% | 67% | 36% | 4%
COc1ccc(C2C(C(=O)c3cccs3)=C(O)C(=O)N2c2nncs2)cc1 (configuration not stated) | u | 9% | u | 10% | 1% | -0.1% | u | 1% | -14% | -7%
CCCOc1ccc(/C=N/NC(=O)C2CCCN2S(=O)(=O)c2ccc(Cl)cc2)cc1 (configuration not stated) | -7% | -4% | 1 | 0% | u | -0.1% | 5% | -18% | -24% | 5%
O=C(NCCN1CCCC1)C1(S(=O)(=O)c2ccc(Cl)cc2)CC1 | -4% | -2% | -5 | -4% | 2% | 0.3% | -6% | -19% | -1% | 16%
COc1ccc(C(CC(=O)Nc2ccccc2OC)n2cccc2)cc1 (configuration not stated) | 0% | -5%[46.1 µM] | 23 | 6% | u | -0.6% | -2% | 0% | 2% | -7%
Cc1ccccc1OCCCC(=O)Nc1nncs1 | 2% | 3% | 14 | -3% | 1% | -1.6% | -5% | 12% | 13% | 0%
O=C(/C=C/c1ccccc1)NC(=S)Nc1ccc(N2CCOCC2)cc1 | -4% | 3% | 0 | -3% | 1% | -0.8% | 7% | -3% | -8% | 1%
Cc1ccc(-n2nc(C)c3c(C)c(CCC(=O)O)c(C)nc32)cc1 | -1% | 9% | -1 | 2% | 9% | -0.9% | -10% | -16% | -13% | -25%
CC(C)CCN(CC(=O)NC1CCCC1)C(=O)C(=O)Nc1ccc2c(c1)OCCO2 | -3% | 2% | 18 | -2% | -14% | -0.2% | 11% | -21% | 1% | -2%
O=C(O)c1ccc2c(=O)[nH]c(CN3CCOCC3)nc2c1 | -2% | 2% | -3 | 3% | 5% | 0.1% | 11% | -4% | 8% | -2%
COc1cc(C(=O)Nc2ccc(Br)cc2C(=O)c2cc(OC)c(OC)c(OC)c2)cc(OC)c1OC | -5% | -3% | 6 | -11% | u | -0.1% | 5% | -79%[inhibitor] | -6%[7.66 µM] | 2%
N#Cc1ccc(-c2cn3c(n2)SCC3)cc1 | -1% | 2% | -2 | 18% | u | -0.6% | -3% | 95% | 4% | -15%

Compound activity: PubChem BioAssay, National Center for Advancing Translational Sciences (NCATS)
